RGS4 inh = inhibitors of human regulator of G protein signaling 4 | P49798 | Transcreener GDP fluorescence polarization, RGS4-accelerated GTP hydrolysis | Potency, µM (doses to about 114 µM), for inactives: at the top dose activity change, negative = inhibition, most hits filed as inhibitors | actives 0.039% (n = 390,000) | AID 504845; further: potency means the concentration at half of the fitted maximal effect; on the % scale 0 is the no-effect control and ±100 the full control effect; nearly all actives have a fitted effect of over 75% in size; some results filed as inactive show a strong effect at the top dose
Target sequence (P49798 whole entry, looked up): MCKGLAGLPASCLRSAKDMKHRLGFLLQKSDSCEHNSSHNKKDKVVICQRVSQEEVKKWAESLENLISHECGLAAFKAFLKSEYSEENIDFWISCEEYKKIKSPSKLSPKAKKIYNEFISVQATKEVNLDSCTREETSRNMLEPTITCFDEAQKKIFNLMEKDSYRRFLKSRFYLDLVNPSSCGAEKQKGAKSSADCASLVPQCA
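MLSMR compounds (23 nl, pin-transferred) preincubated 10 min at room temperature with a 500nM (2x) first reagent, then RGS4 at 900nM (2x) plus Transcreener GDP mix added; fluorescence polarization (620/688 nm) read before and after 90 min at 30 °C.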
ERG-DNA inh = ERG Ets/DNA interaction inhibition; AID 624246; actives 0.028% (n = 370,000); fluorescence polarization, His-ERG Ets domain / labelled DNA; Potency, µM (top dose mostly 76.9 µM), for the others: top-dose FP activity, negative = inhibition, hits mostly inhibitors; P11308; active means well fitted inhibition curve with a large enough effect in the polarisation, with a control signal flat; inconclusive means small, poorly fitted or top-dose-only effect, or effect the other way, or a change in a side signal; inactive means no such curve, though single readings can be large or run the other way; the % refers to the polarisation;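 further: polarization taken with two DNA probes labelled with fluorescein and Texas red; potency means the concentration at half of the fitted maximal effect; % of control where 0% means no effect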
Target sequence (P11308 whole entry, looked up, the tested form may be a part): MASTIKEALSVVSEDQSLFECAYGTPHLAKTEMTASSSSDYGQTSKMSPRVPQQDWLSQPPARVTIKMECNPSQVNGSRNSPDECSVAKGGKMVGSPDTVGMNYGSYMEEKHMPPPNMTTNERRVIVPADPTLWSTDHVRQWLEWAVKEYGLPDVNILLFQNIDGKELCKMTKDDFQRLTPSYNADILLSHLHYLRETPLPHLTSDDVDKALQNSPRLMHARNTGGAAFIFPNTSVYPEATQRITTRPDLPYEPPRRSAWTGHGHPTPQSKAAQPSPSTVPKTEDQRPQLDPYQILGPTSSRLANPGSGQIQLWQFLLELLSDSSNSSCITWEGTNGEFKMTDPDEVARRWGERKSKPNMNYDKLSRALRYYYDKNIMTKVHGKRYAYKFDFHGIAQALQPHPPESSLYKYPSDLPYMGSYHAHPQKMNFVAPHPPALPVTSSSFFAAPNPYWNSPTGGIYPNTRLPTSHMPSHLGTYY
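His-tagged ERG Ets domain (1 uM in the protein solution; 300mM KCl, 50mM Tris-HCl, 1mM EDTA, 1mM DTT, pH 7.5) received compound, then a probe mix of 5 nM fluorescein-DNA and 100nM Texas-615-DNA. Fluorescence polarization was read for both dyes.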
POLK inh = inhibitors of human DNA polymerase kappa | Q9UBT6 | purified Pol kappa, fluorescent DNA synthesis assay, 10 min | Potency, µM (series often up to 107 µM), inactives show at the highest dose activity, negative = inhibition, most hits filed as inhibitors | actives 0.53% (n = 400,000); further: potency means the concentration at half of the fitted maximal effect; on the % scale 0 is the no-effect control and ±100 the full control effect
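50 nM final substrate added after 15 min RT preincubation of 10 nM Pol kappa with compound; fluorescence read at 0 and 10 min.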
APE1 inh = blocks human APE1 abasic DNA cleavage; AID 2517; recombinant APE1, TAMRA/BHQ-2 abasic DNA cleavage fluorescence; P27695; Potency, µM (titrated, usually from 65.8 µM), inactives show at the top dose activity change, negative = inhibition, hits mostly inhibitors; actives 0.35% (n = 350,000);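 further: potency means the concentration at half of the fitted maximal effect; plate controls were vehicle for no effect and reference inhibitor for full effect; nearly all actives have a fitted effect of over 55% in size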
Target sequence (P27695 whole entry, looked up): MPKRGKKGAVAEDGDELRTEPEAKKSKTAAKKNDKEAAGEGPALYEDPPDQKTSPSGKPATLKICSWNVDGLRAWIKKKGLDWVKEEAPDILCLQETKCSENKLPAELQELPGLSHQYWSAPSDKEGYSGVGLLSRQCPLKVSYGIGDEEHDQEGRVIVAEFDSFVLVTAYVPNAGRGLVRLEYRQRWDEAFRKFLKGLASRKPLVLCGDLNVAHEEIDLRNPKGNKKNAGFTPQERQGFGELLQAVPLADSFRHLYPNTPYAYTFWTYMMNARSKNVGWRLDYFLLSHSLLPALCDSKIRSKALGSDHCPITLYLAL
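Compound pre-exposure to 0.75 nM APE1, 15 min at ambient temperature. Reaction initiated with 50 nM TAMRA/BHQ-2 THF substrate, read immediately in kinetic mode, 525 nm excitation, 598 nm emission.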
POLB inh = inhibitors of human DNA polymerase beta; P06746; Pol beta primer extension/strand displacement, fluorescence kinetic; Potency, µM (highest dose often 114 µM), inactives show at the top dose activity change, negative = inhibition, actives largely listed as inhibitors; actives 1.3% (n = 340,000); further: potency means the concentration at half of the fitted maximal effect; on the % scale 0 is the no-effect control and ±100 the full control effect
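Pol beta (10 nM) and compounds were preincubated 15 min at room temperature, then 50 nM substrate (final) started primer extension/strand displacement. Reads were taken at 0 and 10 min; concentration-response data were fitted to a four-parameter Hill equation.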
Pol eta inh = DNA polymerase eta (human) inhibition; Q9Y253; recombinant Pol eta, fluorescent DNA replication assay; Potency, µM (doses to about 114 µM), inactives show at the highest dose activity change, negative = inhibition, hits mostly inhibitors; actives 1.2% (n = 390,000); further: potency means the concentration at half of the fitted maximal effect; on the % scale 0 is the no-effect control and ±100 the full control effect
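Pol eta at 10 nM preincubated with compounds 15 min at room temperature; reaction started with fluorescent substrate (50 nM final) and read kinetically at 0 and 10 min.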
LDHA inh = LDHA (human) enzyme inhibition | purified LDHA, NADH/diaphorase-resazurin fluorescence; active compounds read low | activity change, % (values are at about 110 or 230 µM) | actives 0.15% (n = 480,000) | AID 1347041; in the data active means activity change below about -30%; inconclusive means mostly about -25% to -30%;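 further: plate controls were DMSO wells for no effect and wells without enzyme for full effect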
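Remaining NADH was detected by diaphorase (0.133 mg/mL) converting 37 µM resazurin to fluorescent resorufin, read at 0 and 20 minutes. The preceding 5-minute room-temperature reaction used 2 nM LDHA, 0.2 mM sodium pyruvate and 0.06 mM NADH at pH 7.4.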
12-LOX inh = blocks human arachidonate 12S-lipoxygenase | P18054 | purified 12hLO, xylenol orange hydroperoxide absorbance | Potency, µM (doses to about 108 µM), for the others: top-dose activity change, negative = inhibition, actives largely listed as inhibitors | actives 1.1% (n = 580,000) | AID 1671190; further: potency means the concentration at half of the fitted maximal effect; on the % scale 0 is the no-effect control and ±100 the full control effect
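Purified human 12hLO at 150 nM in 25 mM Hepes, 0.01% Triton X-100, pH 7.0, preincubated 15 min at room temperature with compound. Reaction started with 40 uM arachidonic acid, 30 min at room temperature. Hydroperoxide measured by Fe-xylenol orange, 573/405 nm absorbance ratio.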
Apoferritin bind = binds horse apoferritin like a general anesthetic; apoferritin/1-aminoanthracene competitive binding, fluorescence; actives 0.074% (n = 350,000); AID 485281; Potency, µM (series often up to 77.5 µM), for inactives: at the highest dose activity change, negative = displacement, usual class: inhibitors; further: potency means the concentration at half of the fitted maximal effect; on the % scale 0 is the no-effect control and ±100 the full control effect; nearly all actives have a fitted effect of over 20% in size
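In PBS, apoferritin at 10 uM is loaded with 1-AMA from a 50% saturated solution. After 10 min of compound exposure at ambient temperature, reduced 535 nm fluorescence indicates probe displacement.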
* hit, by the source's call; ? = inconclusive; / = no result given; [ ] = another dose, or the depositor's remark. Unless noted, the call rests on the fitted dose curve; in most records, active means well fitted curve in the direction sought with a large enough effect; inconclusive means small, poorly fitted or top-dose-only effect, or another doubt; inactive means no such curve, though single readings can be large; an effect the other way counts as inactive or inconclusive.

item | compound | RGS4 inh | ERG-DNA inh | POLK inh | APE1 inh | POLB inh
1 | Cc1ccc2nc(-c3ccc(NS(=O)(=O)c4c(C)n(C)c(=O)n(C)c4=O)cc3)sc2c1 | 5% | -1% | -5% | 5% | 12%
2 | COc1ccc(CCNC(=S)NC(=O)c2cccc(Cl)c2)cc1OC | -26% | 6% | -10% | ? | 28%
3 | CCCc1c(O)nc(SCc2ccccc2)[nH]c1=O | -13% | 0% | -2% | 1% | 26%
4 | Cc1cccc(NC(=O)CSC(N)=O)c1C | -28% | 5% | -2% | 1% | -2%
5 | CC(c1ccccc1)N1C(=O)/C(=C/c2ccncc2)SC1=S (centres undefined) | -40% | 21% | 1% | 0% | -14%
6 | CC(C)CCNC(=O)CN1C(=O)NC(c2ccccc2)(c2ccccc2)C1=O | -1% | 0% | -6% | -7% | 9%
7 | O=c1c2c(-c3ccccc3)csc2ncn1/N=C/c1c2ccccc2cc2ccccc12 | -27% | 0% | -2% | 2% | 1%
8 | Cc1nc(SCC(N)=O)c(C#N)c(C)c1C | 8% | -1% | -9% | -6% | 1%
9 | S=C(NCCN1CCOCC1)Nc1ccc(Nc2ccccc2)cc1 | -3% | -6% | -6% | 6% | 60%
10 | Cc1ccc(NC(=O)C2CCN(C(=O)c3cccs3)CC2)cc1 | 4% | -7% | 0% | 2% | 14%
11 | CC(=O)c1cc(C#N)c(N2CC(C)OC(C)C2)nc1C (centres undefined) | -1% | -9% | -4% | -5% | 2%
12 | CC1CCCC(C)N1C(=O)COC(=O)CCC(=O)c1cccs1 (centres undefined) | -9% | -6% | 6% | 26% | /

item | Pol eta inh | LDHA inh | 12-LOX inh | Apoferritin bind
1 | -5% | -8 | -13% | -2%
2 | -9% | -6 | ? | 0%
3 | -9% | -9 | 12% | -4%
4 | 3% | -7 | 11% | -9%
5 | -11% | -20 | ? | -5%
6 | -10% | -4 | 0% | -6%
7 | -3% | -3 | 0% | -13%
8 | 9% | -6 | 437%[activator] | -2%
9 | 7% | -10 | -14% | -22%
10 | 9% | -6 | 9% | 4%
11 | -8% | -1 | 4% | -10%
12 | -2% | -4 | -3% | /

Carrying on.
item | compound | RGS4 inh | ERG-DNA inh | POLK inh | APE1 inh | POLB inh
13 | CCC(=O)N1CC2(C)CN(C(=O)CC)CC(C)(C1)C2 | -9% | -9% | -6% | 14% | 12%
14 | CCC1(CC)NC(=O)N(CC(=O)OCC(=O)Nc2ncc(Cl)cc2Cl)C1=O | 10% | 2% | -13% | -18% | /
15 | Cc1ccc(C)n1NC(=O)c1ccccc1 | 12% | -1% | -3% | 4% | 26%
16 | Cc1cc(C)c(C(=O)c2ccc(C(=O)N(C(C)C)C(C)C)cc2)c(C)c1 | 20% | -2% | -6% | -3% | 3%
17 | COc1ccc(C)cc1NC(=O)C(c1ccccc1)N1CCN(CC(=O)N2CCOCC2)CC1 (centres undefined) | -17% | 4% | -3% | 32% | /
18 | COC(=O)c1ccc(S(=O)(=O)NCc2ccccc2)n1C | -20% | 11% | 2% | -4% | 6%
19 | COc1ccc2nc(C3CCCCC3)nc(C3CCCCC3)c2c1 | 3% | -5% | 15% | 46%[activator] | /
20 | Cn1c(=O)[nH]c(=O)c2c1nc(N1CCCCC1)n2CC(O)CN1CCCCC1 (centres undefined) | -17% | 4% | 2% | 4% | 4%
21 | C=CCn1c(OCc2ccccc2)n[nH]c1=S | -21%[56.9 µM] | -3% | -1% | ? | 43%
22 | CCOc1ccc(NC(=O)c2c(Nc3ccc(OC)cc3OC)sc(C(=O)c3ccc(Cl)cc3)c2N)cc1 | -12% | 0% | -9%[60.1 µM] | / | 0%
23 | CN(C)c1ccc(-c2nc3ccc(Cl)cn3c2Nc2ccc3c(c2)OCCO3)cc1 | -16% | -3% | 1% | / | 37%
24 | COc1cccc(-c2cc(C(=O)NN3CCOCC3)c3ccccc3n2)c1 | -34% | / | -15% | 3% | 74%

item | Pol eta inh | LDHA inh | 12-LOX inh | Apoferritin bind
13 | -16% | -5 | 0% | -5%
14 | ? | -2 | -28% | /
15 | 6% | -6 | -3% | -11%
16 | -14% | 0 | -22% | ?
17 | ? | -3 | 1% | /
18 | -21% | -6 | -31% | 2%
19 | -24% | 1 | 5% | /
20 | -6% | 0 | 0% | -8%
21 | 15% | -9 | 0% | -1%
22 | 10% | 3 | -5% | -5%
23 | -9% | 6 | 5.6µM* | ?
24 | -20% | -4 | 18% | -2%

Other entries follow.
item | compound | RGS4 inh | ERG-DNA inh | POLK inh | APE1 inh | POLB inh
25 | Cc1ccc2c(c1)N(C(=O)CCC(=O)N1CCOCC1)CCO2 | 7% | -6% | -5% | 8% | -1%
26 | O=C(COC(=O)Cc1ccc(Br)cc1)NCC1CCCCC1 | 28% | -3% | -13% | -4% | -27%
27 | O=C(COc1cccc2cccnc12)Nc1nccs1 | -33% | -5% | 4% | 3% | 9%
28 | Cc1ccc(NC(=O)CCc2nnc(SCC(=O)Nc3ccccc3C)n2C)cc1Cl | -14% | / | -4% | -4% | -25%
29 | CCc1cccc(C)c1NS(=O)(=O)c1cc(-c2cc(C)no2)ccc1C | -4% | 0% | -1% | / | 0%
30 | O=C(O)CNS(=O)(=O)c1c(Cl)cccc1Cl | -13% | -3% | -2% | 2% | 17%
31 | CCOC(=O)c1cccc(NC(=O)c2cc3sccc3n2Cc2ccc(Cl)cc2)c1 | -3% | 2% | -3% | / | 20%
32 | CC(=O)c1cc(F)c(N2CCN(C(=O)COc3ccc(F)cc3)CC2)cc1C | 0% | -6% | -21% | 6% | -2%
33 | CC(=O)N1CCN=C1SCc1ccc(C)cc1 | 4% | 9% | 4% | 0% | ?
34 | COc1ccc(OCC(=O)N(Cc2cccc(OC)c2)C2CCS(=O)(=O)C2)cc1 (centres undefined) | 4% | 3% | 7% | / | 23%
35 | CCOC(=O)c1ccc(N(C(=O)CNC(=O)c2ccco2)C(C(=O)NCC2CCCO2)c2ccc(OC)c(OC)c2)cc1 (centres undefined) | 21% | -5% | -10% | 24% | 8%
36 | CCOC(=O)C1CCN(CCC(=O)Nc2ccc(F)cc2)CC1 | 14% | 10% | -7% | 1% | 64%

item | Pol eta inh | LDHA inh | 12-LOX inh | Apoferritin bind
25 | -25% | -2 | 7% | -7%
26 | -8% | -8 | -2% | ?
27 | -8% | 0 | 0% | ?
28 | 0% | -4 | ? | -7%
29 | -16% | 0 | 1% | 2%
30 | -18% | -5 | ? | 3%
31 | -15% | -1 | -15% | 4%
32 | -4% | 1 | -21% | 2%
33 | -16% | 3 | 5% | -7%
34 | -19% | -6 | 5% | -8%
35 | 4% | -1 | -9% | -13%
36 | 0% | 1 | -4% | -2%

Ordered by SMILES length (smallest number first): some entries from above.
item | compound | RGS4 inh | ERG-DNA inh | POLK inh | APE1 inh | POLB inh
27 | O=C(COc1cccc2cccnc12)Nc1nccs1 | -33% | -5% | 4% | 3% | 9%
3 | CCCc1c(O)nc(SCc2ccccc2)[nH]c1=O | -13% | 0% | -2% | 1% | 26%
20 | Cn1c(=O)[nH]c(=O)c2c1nc(N1CCCCC1)n2CC(O)CN1CCCCC1 (centres undefined) | -17% | 4% | 2% | 4% | 4%
23 | CN(C)c1ccc(-c2nc3ccc(Cl)cn3c2Nc2ccc3c(c2)OCCO3)cc1 | -16% | -3% | 1% | / | 37%
17 | COc1ccc(C)cc1NC(=O)C(c1ccccc1)N1CCN(CC(=O)N2CCOCC2)CC1 (centres undefined) | -17% | 4% | -3% | 32% | /
22 | CCOc1ccc(NC(=O)c2c(Nc3ccc(OC)cc3OC)sc(C(=O)c3ccc(Cl)cc3)c2N)cc1 | -12% | 0% | -9%[60.1 µM] | / | 0%

item | Pol eta inh | LDHA inh | 12-LOX inh | Apoferritin bind
27 | -8% | 0 | 0% | ?
3 | -9% | -9 | 12% | -4%
20 | -6% | 0 | 0% | -8%
23 | -9% | 6 | 5.6µM* | ?
17 | ? | -3 | 1% | /
22 | 10% | 3 | -5% | -5%

Next section:
item | compound | RGS4 inh | ERG-DNA inh | POLK inh | APE1 inh | POLB inh
37 | CCOC(=O)c1c(-c2ccccc2)csc1NC(=O)C(C)NCc1ccco1 (centres undefined) | 0% | -4% | -22% | -3% | -1%[57.1 µM]
38 | COc1ccc(-n2ccnc2SCC(=O)Nc2ccc3c(c2)OCO3)cc1 | -18% | 1% | -2%[60.1 µM] | / | 6%
39 | O=C1C2C3C=CC(C4CC34)C2C(=O)N1/N=C/c1ccc([N+](=O)[O-])o1 (centres undefined) | 22% | -5% | -21% | 0% | 0%
40 | N=C1C(c2ccccc2)=C(O)CN1c1cccc(S(=O)(=O)N2CCCCC2)c1 | -18%[56.9 µM] | -6% | 13% | 2% | -27%

item | Pol eta inh | LDHA inh | 12-LOX inh | Apoferritin bind
37 | -6% | -19 | -3% | -8%
38 | -15% | 6 | ? | -4%
39 | 5% | 8 | -4% | -20%
40 | -14% | 0 | 0% | -7%

Only part of the results is shown; rates above refer to the full screens.
